# NTR1 ag = agonists of NTR1, primary screen, imaging, U2OS cells, beta-arrestin-GFP, high content (AID 493036) | activation, % at 20 µM | actives 0.17% (n = 330,000) | NTR1-U2OS beta-arrestin-GFP spot imaging, agonist mode;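 active means activation at or above 40% of the spot to cytoplasm intensity ratio, with at least 20 cells analyzed; inconclusive means wells under 20 cells, flagged as cytotoxic or low count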;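 further: 0% = DMSO without peptide and 100% = 100 nM NTR1 peptide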
# Target sequence (P30989 whole entry, looked up): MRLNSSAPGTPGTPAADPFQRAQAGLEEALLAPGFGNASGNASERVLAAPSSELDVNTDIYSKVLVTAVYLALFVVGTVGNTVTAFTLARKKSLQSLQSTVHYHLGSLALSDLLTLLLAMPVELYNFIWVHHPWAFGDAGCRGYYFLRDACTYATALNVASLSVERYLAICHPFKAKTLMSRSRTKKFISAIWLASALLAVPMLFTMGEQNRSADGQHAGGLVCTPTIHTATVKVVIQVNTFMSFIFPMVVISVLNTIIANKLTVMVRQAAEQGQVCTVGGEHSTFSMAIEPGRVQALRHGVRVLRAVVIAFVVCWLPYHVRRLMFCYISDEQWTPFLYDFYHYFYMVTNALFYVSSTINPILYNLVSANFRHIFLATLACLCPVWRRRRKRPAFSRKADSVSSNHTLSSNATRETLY
# Yfh1-off respiration = enhancers of respiration in Yfh1-depleted yeast, dose response, Friedreich's ataxia, plus single-dose screen (AID 1465); S. cerevisiae Yfh1-off respiration, WST-1 reduction, 72 h; higher fold induction means a stronger effect; fold induction at 50 µM, or EC50 in µM where a hit was titrated; actives 0.074% (n = 220,000);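 active means fold induction of absorbance versus untreated yeast above a set limit, then at least 30% activation at any dose in follow-up; inconclusive means repeats straddling the limit, or above it without dose testing; inactive means fold induction below the set limit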;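 further: activators that raise dye reduction in frataxin-depleted yeast; strong numbers were not always called active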
# AID2073 = inhibitors of Mint1-CaV2.2 protein interaction, biochemical, HTRF (AID 2073) | HTRF protein-protein interaction, Mint1-CaV2.2; higher % means a stronger effect | one-dose inhibition, % at 20 µM; IC50 in µM for titrated hits | actives 0.19% (n = 290,000); in the data active means inhibition mostly above about 51%, no sharp cut-off; inconclusive means no clear call, values can overlap the other calls; inactive means mostly below about 53%; further: some results filed as inactive read as strong as hits
# GPR55 activation = GPR55 agonists via beta-arrestin recruitment, primary screen, imaging, U2OS cells, beta-arrestin-GFP redistribution (AID 1961). U2OS GPR55 beta-arrestin-GFP redistribution imaging; higher % means a stronger effect. activation, % at 10 µM, or EC50 in µM where a hit was titrated. actives 0.048% (n = 290,000);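 active means activation above 40% with more than 50 cells counted in the well; inconclusive means wells holding fewer than 50 cells, flagged as toxic or sparse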;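 further: U2OS osteosarcoma cells stably expressing GPR55 and beta-arrestin-GFP; plate controls were DMSO negative control for no effect and LPI positive control for full effect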
# Dengue-2 NS5 capping = flavivirus cap methylation enzyme inhibition – biochemical, confirmation dose response, primary screen (AID 588689); inhibition, % at 25 µM; hits with a dose series show IC50 in µM; actives 0.3% (n = 340,000); Dengue-2 NS5 methyltransferase capping enzyme assay, biochemical; higher % means a stronger effect; in the data active means a potency from the dose series; inconclusive means inhibition above about 29% without an active follow-up result
# Rac1 GTP hydrolysis = MgcRacGAP GTPase-activating activity inhibitors, confirmation, biochemical, ADP Hunter fluorescence; actives 0.6% (n = 340,000); MgcRacGAP-stimulated Rac1 GTP hydrolysis, ADP Hunter fluorescence; higher % means a stronger effect; GST-tagged Rac1 F28L mutant substrate; inhibition, % at 30 µM, or IC50 in µM where a hit was titrated;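 active means first-screen hits whose inhibition reached a set limit at any dose in the follow-up dose series; inconclusive means inhibition above the set first-screen limit but never retested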;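 further: fluorescence reports GDP produced by GAP-driven GTP hydrolysis; strong numbers were not always called active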
# GPR35 arrestin U2OS = GPR35 antagonists blocking zaprinast-driven arrestin recruitment, primary screen, imaging, U2OS, beta-arrestin-GFP, zaprinast agonist (AID 2058) | inhibition, % at 10 µM; hits with a dose series show IC50 in µM | actives 0.052% (n = 290,000) | U2OS GPR35 beta-arrestin-GFP translocation imaging, zaprinast antagonism; higher % means a stronger effect;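 active means inhibition of at least 50% with at least 30 cells and total cytoplasm GFP at most 10,000,000; inconclusive means under 30 cells or total GFP of 10,000,000 plus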
# Large T inhibition = SV40 large T antigen inhibitors, biochemical (AID 1903); SV40 large T antigen ATPase/helicase inhibition assay; higher % means a stronger effect; one-dose inhibition, % at 20 µM; IC50 in µM for titrated hits; actives 0.39% (n = 310,000); in the data active means a potency from the dose series; inconclusive means inhibition mostly from about 32% at the one dose, without a potency; inactive means the rest, 99 in 100 with inhibition below about 32%; further: strong numbers were not always called active
# GPR55 antagonists = inhibition of LPI-stimulated GPR55 beta-arrestin translocation – imaging, U2OS, beta-arrestin-GFP, LPI agonist, primary screen (AID 2013) | U2OS GPR55 beta-arrestin-GFP translocation imaging, LPI antagonism; higher % means a stronger effect | inhibition, % at 10 µM; hits with a dose series show IC50 in µM | actives 0.13% (n = 290,000);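 active means spots per cell inhibited over 60%, with over 100 cells counted and total cytoplasm intensity under 500,000; inconclusive means wells with under 100 cells, flagged as likely toxic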;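 further: U2OS cells stably carrying GPR55 and arrestin-GFP stimulated by 5 µM LPI near EC80; imaged beta-arrestin-GFP aggregate spots per cell after agonist stimulation; plate controls were LPI-stimulated DMSO wells for no effect and DMSO wells without LPI for full effect; some results filed as inactive read as strong as hits; confirmed hits need IC50 under 10 µM and bright autofluorescent wells are also inconclusive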
# NTR1 ag cell count 20 µM = further read-out of NTR1 ag, marked with its call; cell count; measured here: cell count, cytotoxicity flag
# Dengue-2 NS5 capping pilot replicate = also measured in Dengue-2 NS5 capping; calls as there; inhibition, %; measured here: pilot screen replicate inhibition
# Starred values were filed as active, the others as inactive; i = inactive; ? = inconclusive; . = not tested or not shown. An excerpt (hit frequency here may not be typical).
SMILES,NTR1 ag,NTR1 ag cell count 20 µM,Yfh1-off respiration,AID2073,GPR55 activation,Dengue-2 NS5 capping,Rac1 GTP hydrolysis,GPR35 arrestin U2OS,Large T inhibition,GPR55 antagonists,others
COc1ccc(CN2C(=O)NC(=O)/C(=C\c3cccc(OC)c3OC)C2=O)cc1,-0.8,31,i,19%,-0.6%,.,.,-2%,8%,6%,
OC(Cn1c2ccccc2c2ccccc21)C[n+]1cccc2ccccc21 (stereo not given),-1.0,45,i,2%,0.5%,2%,19%,-7%,-3%,14%,
CCn1c(=O)n(CC(=O)N2CCC3(CC2)OCCO3)c(=O)c2ccccc21,0.9,61,i,-3%,0.2%,-12%,7%,18%,-6%,9%,
CCCC(=O)NC(Oc1ccc(Cl)cc1Cl)C(Cl)(Cl)Cl (stereo not given),0.5,53,i,10%,0.2%,-2%,-6%,8%,5%,23%,
CN1/C(=C\C=C\C2=[N+](C)c3ccc4ccccc4c3C2(C)C)C(C)(C)c2ccccc21,-4.8,93,i,?,-0.1%,.,.,111%*,7%,?,
Cn1cc(C(=O)Cc2ccccc2)c2ccccc21,0.2,52,i,35%,0.1%,-4%,6%,14%,9%,6%,
Cc1ccc2c(c1)N(CCC(=O)N1CCC3(CC1)OCCO3)C(=O)CO2,-1.3,89,i,2%,-0.2%,2%,-8%,2%,19%,-3%,Dengue-2 NS5 capping pilot replicate=3.3
CCOC(=O)c1c(C)[nH]c(C(=O)C(C)N2CCCC2)c1C (stereo not given),-0.2,49,i,-1%,0.1%,-2%,-10%,-9%,11%,-4%,
O=c1c2ccccc2nc(/C=C/c2ccc(O)c(O)c2)n1-c1ccccc1,6.8,57,.,33%,0.2%,-37%,74µM*,4%,11%,-6%,
CC(=NCc1ccc2c(c1)OCO2)c1c(O)n(Cc2ccccc2)c(=O)[nH]c1=O,1.8,39,i,0%,-0.3%,8%,8%,12%,11%,-6%,
O=C1NC(=O)C(=Cc2coc3ccc(O)cc3c2=O)C(=O)N1,2.0,56,i,26%,-0.1%,>100µM*,150µM*,-15%,34%,-12%,
NNC(=O)c1ccc(Cl)cc1,0.1,65,i,-1%,-0.1%,-6%,8%,-9%,11%,12%,
Cc1ccc(-c2cc(-c3ccc(C)cc3)[n+](-c3ccc(C(=O)[O-])cc3)c(-c3ccc(C)cc3)c2)cc1,11,92,.,.,.,2%,11%,.,15%,.,
COc1ccc(OC)c(NC(=O)N2C[C@H]3C[C@@H](C2)c2cccc(=O)n2C3)c1,-1.8,82,.,-3%,1.0%,1%,5%,-7%,16%,6%,
CCN1CCC(NCC2CCCCC2)CC1,-0.9,63,.,-3%,-0.1%,3%,-16%,5%,11%,14%,
COc1ccccc1-n1c(-c2cccs2)nc2ccccc2c1=O,-0.8,32,i,0%,-0.3%,-6%,-2%,5%,1%,4%,
CCc1ccccc1NC(=O)CNC1CCCCC1,-0.9,41,i,-6%,-0.1%,-5%,5%,9%,1%,2%,
CC(=O)c1ccc2c(c1)OCO2,5.9,97,i,4%,-0.1%,-1%,3%,6%,4%,-2%,
CC(C)NS(=O)(=O)c1ccc(OCC(=O)N2CCN(Cc3ccccc3)CC2)c(Cl)c1,-1.0,49,i,-5%,0.2%,-3%,14%,6%,16%,-2%,
CC(C)(C)NC(=S)N1CCn2cccc2C1c1cccnc1 (stereo not given),-0.7,65,i,10%,-1.0%,-1%,1%,11%,7%,16%,
C[C@H]1CCC[C@@H](O)CCC/C=C/c2cc(O)cc(O)c2C(=O)O1,8.5,60,i,9%,-1.0%,-7%,2%,0%,10%,3%,
CCCCc1ccc2[nH]cc(CCN)c2c1,1.0,61,i,-4%,-0.2%,-5%,3%,7%,9%,22%,
CCCNc1oc(-c2cccc3ccccc23)nc1C#N,3.8,66,i,41%,0.1%,3%,0%,-6%,16%,14%,
CCCNC(=O)Cn1cnc2sc(C(=O)N3CCC4(CC3)OCCO4)c(C)c2c1=O,0.0,56,.,7%,-0.2%,2%,11%,-19%,5%,3%,
CCCCCn1c(=O)c(C(=O)Nc2ccccc2N)c(O)c2ccccc21,2.5,66,.,10%,-0.2%,-3%,0%,-3%,6%,-9%,

# The closing three compounds of the section before are carried over, then new ones follow.
SMILES,NTR1 ag,NTR1 ag cell count 20 µM,Yfh1-off respiration,AID2073,GPR55 activation,Dengue-2 NS5 capping,Rac1 GTP hydrolysis,GPR35 arrestin U2OS,Large T inhibition,GPR55 antagonists,others
CCCNc1oc(-c2cccc3ccccc23)nc1C#N,3.8,66,i,41%,0.1%,3%,0%,-6%,16%,14%,
CCCNC(=O)Cn1cnc2sc(C(=O)N3CCC4(CC3)OCCO4)c(C)c2c1=O,0.0,56,.,7%,-0.2%,2%,11%,-19%,5%,3%,
CCCCCn1c(=O)c(C(=O)Nc2ccccc2N)c(O)c2ccccc21,2.5,66,.,10%,-0.2%,-3%,0%,-3%,6%,-9%,
O=C(c1cccc([N+](=O)[O-])c1)C12CN3CN(CN(C3)C1)C2,0.1,28,i,11%,-0.3%,-6%,4%,-5%,12%,0%,
CN(Cc1c[nH]c2ccccc12)C1CCCCC1,0.3,69,i,3%,-0.2%,5%,-15%,0%,2%,3%,
CC12CCC3C(CCC4C/C(=N/O)CCC43C)C1CCC2O (stereo not given),3.2,60,i,-1%,0.1%,-3%,5%,4%,18%,-16%,
CC1(C)C(C(=O)NCc2ccco2)C1(C)C,-1.0,48,i,2%,0.1%,1%,1%,6%,-1%,-2%,
CCOc1cc2c(cc1OCC)-n1cccc1C(c1cccc(F)c1)NC2 (stereo not given),1.4,74,.,4%,0.0%,-7%,6%,-8%,13%,4%,
CN(C)/C=C(\C=[N+](C)C)c1[nH]ncc1[N+](=O)[O-],0.1,55,i,-4%,0.6%,7%,4%,-9%,4%,7%,
CCCCCCCCC(=O)NCc1ccc(O)c(OC)c1,0.8,48,.,.,.,1%,17%,.,27%,.,
CCOc1ccc2nc(N=Nc3c(O)[nH]c(=S)[nH]c3=O)sc2c1,0.2,65,i,-11%,-0.6%,5%,22%,2%,13%,-9%,
Brc1ccc(C2N3CCCN23)cc1 (stereo not given),1.1,89,i,0%,-0.4%,4%,8%,5%,25%,-6%,
COc1cccc(C(=O)C2CN(C)CC2c2ccc(Cl)cc2)c1 (stereo not given),0.3,37,i,-4%,-0.1%,-1%,3%,-9%,5%,5%,
CCN1CCN(c2ccc(N)cc2C)CC1,1.3,63,i,?,1.2%,-1%,?,-8%,6.6µM*,-22%,
CCOc1cccc(N2C(=O)/C(=C/c3ccco3)C(=O)NC2=S)c1,0.2,70,.,38%,-0.4%,-16%,31%,3%,26%,-12%,
O=c1[nH]c2ccccc2c(=O)n1-c1cccc(Cl)c1,-0.1,81,i,2%,-0.1%,-2%,1%,3%,8%,28%,
CCOc1ccc(NC(=O)CCNC(=O)N2C[C@H]3C[C@@H](C2)c2cccc(=O)n2C3)cc1,-0.5,82,.,9%,0.2%,-4%,4%,13%,8%,0%,
CN(C)C1C(=O)C(C(N)=O)=C(O)C2(O)C(=O)C3=C(O)c4c(O)cccc4C(C)(O)C3CC12 (stereo not given),.,.,.,25%,-0.1%,7%,9%,-13%,23%,-4%,
Cc1cccc(CCNCc2cc3cc(C)cc(C)c3[nH]c2=O)c1,2.1,57,.,-4%,-0.3%,3%,11%,2%,8%,4%,Dengue-2 NS5 capping pilot replicate=0.6
COCCOC(=O)C1=C(N)Oc2c(c(=O)oc3ccccc23)[C@@]12C(=O)Nc1ccccc12,0.8,81,i,6%,0.0%,4%,4%,-7%,8%,4%,
COc1ccc(CNCCc2c[nH]c3ccccc23)c(OC)c1C,2.5,69,.,-30%,-0.2%,-6%,28%,4%,4%,6%,
CCOC(=O)N(C)c1ccc(C(O)(C(=O)OCC)C(F)(F)F)cc1 (stereo not given),-0.3,92,i,4%,0.3%,-5%,5%,7%,-2%,-7%,Dengue-2 NS5 capping pilot replicate=3.0
C=CCn1c(O)c(C=Nc2ccc(F)cc2)c(=O)[nH]c1=O,-0.7,32,.,5%,-0.2%,6%,8%,3%,24%,1%,Dengue-2 NS5 capping pilot replicate=0.6
COc1ccccc1-n1c(/C=C/c2ccccn2)nc2ccccc2c1=O,0.6,94,.,4%,0.6%,-3%,.,6%,22%,4%,
Cn1c(O)c(/C=C2\N=c3ccccc3=C2CCNC(=S)NC2CC2)c(=O)n(C)c1=O,15,36,i,-9%,0.6%,5%,?,4%,?,23%,
CC(=O)OC1(c2ccccc2)CCN(C2CCCCC2)CC1C (stereo not given),0.8,92,i,-3%,0.3%,-3%,-1%,-7%,13%,14%,
O=C1OCc2cc(N=Nc3c(O)[nH]c(=O)[nH]c3=O)ccc21,0.0,57,i,8%,0.1%,2%,6%,2%,11%,0%,
O=C(/C=C/c1ccc2c(c1)OCO2)c1c(O)n(CCc2ccccc2)c(=O)[nH]c1=O,-0.9,32,i,17%,0.4%,.,.,3%,12%,-2%,
Cc1ccc(OCC(=O)N2CCN(Cc3ccc4c(c3)OCO4)CC2)cc1C,-0.9,27,i,-14%,-0.1%,.,7%,8%,4%,0%,
N#CC(C#N)=Cc1ccc(-c2ccccc2)o1,2.8,36,i,7%,-0.1%,.,.,17%,4%,6%,

# An excerpt from above in order of SMILES length, high to low.
SMILES,NTR1 ag,NTR1 ag cell count 20 µM,Yfh1-off respiration,AID2073,GPR55 activation,Dengue-2 NS5 capping,Rac1 GTP hydrolysis,GPR35 arrestin U2OS,Large T inhibition,GPR55 antagonists,others
CC12CCC3C(CCC4C/C(=N/O)CCC43C)C1CCC2O (stereo not given),3.2,60,i,-1%,0.1%,-3%,5%,4%,18%,-16%,
CN(Cc1c[nH]c2ccccc12)C1CCCCC1,0.3,69,i,3%,-0.2%,5%,-15%,0%,2%,3%,
Brc1ccc(C2N3CCCN23)cc1 (stereo not given),1.1,89,i,0%,-0.4%,4%,8%,5%,25%,-6%,
